# Source: PubChem (several laboratories)
# IEC-6 cytotox: cytotoxicity in IEC-6 intestinal epithelial cells, primary screen, cytotoxicity control for KLF5 inhibitor project, cell-based, luminescence; IEC-6 cytotoxicity, luminescence viability; inhibition, % at 5 µM; 0.78% of 290,000 active; in the data active means inhibition above about 22%;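 further: 0% = plate median of test compound wells and 100% = cytotoxic reference compound wells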
# TRPC6 inhibitor: mouse TRPC6 channel inhibitors, primary screen, cell-based, HEK293, membrane potential dye. 1.1% of 310,000 active. B-score at 10 µM. Short transient receptor potential channel 6 (Mus musculus), Q61143. ACh-evoked depolarization; active compounds read low. AID 2553, 2010;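 active means B-score under library mean minus 3 SD, initial fluorescence not abnormally high, positive integrated signal ratio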;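 further: B-score derived from integrated fluorescence ratio over the kinetic read; more negative B-score means stronger inhibition of depolarization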
# TRPC4 PAM: positive allosteric modulators of TRPC4, primary screen, cell-based, mouse TRPC4beta, HEK293 mu-opioid, Fluo-4 calcium. Short transient receptor potential channel 4 (Mus musculus), Q9QUQ5. DAMGO EC20, Fluo-4 Ca2+ flux; active compounds read high. B-score at 10 µM. 0.42% of 310,000 active. AID 2227, 2009;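 active means B-score of calcium response area above 5 SD of library B-scores, with initial fluorescence ratio within 5 SD of library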;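 further: B-score of integrated fluorescence ratio over time as area under calcium response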
# HIF act: HIF pathway transcriptional activators, primary screen, cell-based, U2OS HRE-luciferase, luminescence. U2OS HRE-luciferase reporter; normalized: DMSO 0%, desferrioxamine 100%. activation, % at 7.5 µM (by protocol). 0.32% of 300,000 active. AID 1910, 2009;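 active means mean activation of at least 10% of the iron chelator positive control signal, with at least half of replicates also reaching 10%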
# KLF5 inhibitor: KLF5 expression inhibitors, primary screen, DLD-1 cells, luminescence. DLD-1 KLF5 promoter-luciferase reporter. inhibition, % at 5 µM. 0.23% of 290,000 active. AID 1700, 2009;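 active means inhibition above a per-plate limit of that plate's mean compound inhibition plus 3 SD, cut at about 60% in these data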;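 further: 0% = DMSO wells and 100% = LY294002 at 200 µM; higher means less KLF5 promoter-driven luciferase light; inactives centre near -14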
# TRPC4 inh: inhibitors of mouse TRPC4 channel, primary screen, Fluo4 calcium, HEK293 TRPC4beta/mu-opioid cells; AID 2247, 2010; DAMGO-evoked Fluo4 calcium flux; active compounds read low; Short transient receptor potential channel 4 (Mus musculus), Q9QUQ5; 0.39% of 300,000 active; B-score at 10 µM;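 active means B-score over 3 SD under the library average, no early fluorescence shift, positive overall ratio signal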
#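 Assay system: TRPC4beta/mu-opioid receptor HEK293 cell line; compound dosing: single concentration per test compound; detection: Fluo4 Ca2+ flux fluorescence; evaluation: per-well B score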
# TRPC6 activator: mouse TRPC6 channel activators, primary screen, cell-based, HEK293, membrane potential dye; Short transient receptor potential channel 6 (Mus musculus), Q61143; HEK293-TRPC6 membrane potential dye fluorescence; active compounds read high; B-score at 10 µM; 0.13% of 310,000 active;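 active means B-score of the integrated fluorescence ratio above library mean plus 3 SD, and starting fluorescence ratio within library mean plus 5 SD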;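 further: higher score means more depolarization so channel activation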
# TRPC4 agonist: activators of mouse TRPC4 channel, primary screen, Fluo4 calcium, HEK293 TRPC4beta/mu-opioid cells | Short transient receptor potential channel 4 (Mus musculus), Q9QUQ5 | Fluo4 calcium fluorescence; active compounds read high | B-score at 10 µM | 0.49% of 310,000 active | AID 2237, 2010;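 active means B-score above 5 SD of library B-scores, and initial fluorescence ratio not above library mean plus 5 SD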;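 further: positive B-score marks a calcium rise read as TRPC4 activation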
#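 Assay system: HEK293 stable line with TRPC4beta plus mu-opioid receptor; schedule: 45 min room-temperature Fluo4 loading, 110 s read; technique: kinetic Fluo4 calcium fluorescence; evaluation: integrated baseline-normalised fluorescence ratio, converted to per-well B score; controls: buffer (low) and maximal DAMGO (high)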
# aSyn UTR inh: MLPCN primary screen, SNCA 5' untranslated region; alpha-synuclein 5'UTR reporter, inhibitor activity; inhibition, % (tested at 7.5 µM); 0.82% of 300,000 active; AID 1813, 2009; in the data active means inhibition above about 60%;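 further: H4 neuroglioblastoma cells stably carrying SNCA 5'UTR luciferase fusion; 0% = DMSO wells and 100% = positive control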
# MrgX1 antagonist: antagonists of human MrgX1 receptor, primary screen, HEK293 cells, Fluo-4 calcium flux. Mas-related G-protein coupled receptor member X1 (Homo sapiens), Q96LB2. BAM8-22 antagonism; active compounds read low. B-score at 10 µM. 1.3% of 310,000 active. AID 588676, 2011;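 active means calcium-response B-score plate-corrected more than 3 library SD below zero, starting fluorescence within 5 deviations, no agonist response on first addition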;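 further: peak minus trough fluorescence over baseline after final BAM8-22 challenge near maximal dose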
# Target sequence (Q96LB2 whole entry, looked up): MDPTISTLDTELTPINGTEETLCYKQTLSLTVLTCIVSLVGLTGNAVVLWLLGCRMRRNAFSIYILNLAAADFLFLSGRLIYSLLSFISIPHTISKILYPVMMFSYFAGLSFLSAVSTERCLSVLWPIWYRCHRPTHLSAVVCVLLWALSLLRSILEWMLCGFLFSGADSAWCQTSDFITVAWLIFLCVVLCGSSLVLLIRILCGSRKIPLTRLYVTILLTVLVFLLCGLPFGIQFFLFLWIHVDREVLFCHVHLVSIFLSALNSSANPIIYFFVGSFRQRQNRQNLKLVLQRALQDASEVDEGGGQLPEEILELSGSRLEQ
# SKKanGAS inh: S. pyogenes SKKanGAS growth inhibitors in kanamycin, primary screen, streptokinase expression inhibitor project, SKKanGAS strain, BacTiter-Glo luminescence | 6 h | inhibition, % at 7.5 µM | 1.3% of 300,000 active | AID 1662, 2009;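 active means mean replicate score, as percent of positive control median, at least 50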;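 further: strain carries kanamycin resistance gene driven by streptokinase promoter and grows in 40 µg/ml kanamycin; loss of luminescence reflects streptokinase promoter inhibition or plain growth inhibition; 0% = median of DMSO wells and 100% = positive control at its reference dose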
# * hit, by the source's call; i = inactive; . = not tested or not shown. Outcome played no part in choosing rows; about 5.8% have a hit in one of these screens.
compound,MrgX1 antagonist,TRPC4 PAM,IEC-6 cytotox,KLF5 inhibitor,TRPC6 activator,aSyn UTR inh,TRPC6 inhibitor,TRPC4 inh,HIF act,TRPC4 agonist,SKKanGAS inh
Cc1cc(NC(=O)CCC(=O)N(c2cccnc2)C(C(=O)NC2CCCC2)c2ccccc2F)no1 (stereo unspecified),i,i,-4,-5,i,6,i,i,0.7,i,2
Cc1ccc(NS(=O)(=O)c2ccc(N3CCN(c4ccc(O)cc4)CC3)c([N+](=O)[O-])c2)c(C)c1,i,26*,9,-11,i,9,i,i,-0.3,i,39
COc1cccc(CNC(=O)CCn2ccc3cc(S(=O)(=O)N4CCC(C)CC4)ccc32)c1,i,i,8,-3,i,28,i,i,0.1,i,3
CCN1C(=O)/C(=C/c2cccs2)S/C1=N\S(=O)(=O)c1ccc(C)cc1,i,i,-1,-6,i,4,i,i,0.1,i,4
Fc1ccc(-c2cc(-c3nnc4n3CCCCC4)c3ccccc3n2)cc1,i,i,5,13,i,17,i,i,-0.3,i,2
CCCOc1ccc(C(=O)NCCN2CCOCC2)cc1,i,i,-1,-33,i,1,i,i,0.9,i,-2
O=C(NCc1cccs1)c1cccc(S(=O)(=O)N2CCCCC2)c1,i,i,-2,-7,i,19,i,i,-0.4,i,9
COCc1[nH]nc2c1C(c1ccc(F)cc1F)C(C#N)=C(N)O2 (stereo unspecified),i,i,.,.,i,22,i,i,0.1,i,-7
CC(NS(=O)(=O)c1ccc(Br)s1)c1ccccc1 (stereo unspecified),i,i,-1,-11,i,15,i,i,0.3,i,2
CCOC(=O)C(C(=O)NCc1ccc(C)cc1)c1ncc(C(F)(F)F)cc1Cl (stereo unspecified),i,i,-2,-10,i,-1,i,i,-0.2,i,-2
CC(=O)c1ccccc1NCC(=O)Nc1ccc(C)cc1,i,i,4,-3,i,-43,i,i,3.6,i,-5
CCOc1ccc(NC(=O)CCCN2C(=O)C(c3ccccc3)Oc3cccnc32)cc1 (stereo unspecified),i,i,-3,-23,i,29,i,i,0.1,i,6
COc1ccc(OCC(=O)NCCNC(=O)c2cccnc2)cc1,i,i,-3,-4,i,-3,i,i,1.0,i,0
O=C(Cn1nnc2ccccc21)Nc1ccc([N+](=O)[O-])cc1,i,i,-1,-16,i,0,i,i,0.6,i,3
Cc1[nH]c(=O)nc(SCc2ccc(Cl)c(Cl)c2)c1C#N,-7*,i,9,-2,i,0,i,i,0.0,i,38

# (further entries)
compound,MrgX1 antagonist,TRPC4 PAM,IEC-6 cytotox,KLF5 inhibitor,TRPC6 activator,aSyn UTR inh,TRPC6 inhibitor,TRPC4 inh,HIF act,TRPC4 agonist,SKKanGAS inh
Cc1ccc(C(=O)CN2C(=O)c3ccccc3S2(=O)=O)cc1,i,i,-2,57,i,109*,i,i,-1.4,i,29
O=C(CCCCCn1nnc2ccccc2c1=O)Nc1ccccc1F,i,i,1,-3,i,-12,i,i,0.7,i,0
O=[N+]([O-])c1ccc(Oc2ccc(OCc3ccccc3)cc2)nc1,i,i,-1,-33,i,-3,i,i,0.6,i,-2
COc1ccc(OCC(=O)NCCCCCCNC(=O)COc2ccc(OC)cc2)cc1,i,i,5,-31,i,10,i,i,-0.1,i,-6
Cc1c(Cl)c([N+](=O)[O-])nn1CC(=O)NC(C)c1ccccc1 (stereo unspecified),i,i,-8,-18,i,-14,i,i,0.1,i,1
O=C(CCc1nc2ccccc2c(=O)[nH]1)Nc1nnc(SCc2ccc(Cl)cc2)s1,i,i,.,.,i,13,i,i,-0.1,i,6
COc1cccc(OC)c1C(=O)NC(=S)Nc1cc(-c2nc3ccccc3[nH]2)ccc1Cl,i,i,9,0,i,29,i,i,0.9,i,37
Cc1ccc(S(=O)(=O)N(CC(=O)NCc2ccncc2)Cc2ccc(F)cc2)cc1,i,i,-6,0,i,3,i,i,-0.9,i,-8
O=C(CCC(=O)N1CCSc2ccccc21)NC1CCCCC1,i,i,1,-8,i,-5,i,i,0.1,i,-2
COc1cc2c(cc1OC)C(c1ccc(Br)cc1)CC(=O)N2 (stereo unspecified),i,i,-2,-15,i,32,i,i,-0.2,i,1
COc1ccc(COC(=O)NC2CCN(S(=O)(=O)c3ccc(OC)cc3)CC2)cc1,i,i,-6,-8,i,11,i,i,1.9,i,4
O=[N+]([O-])c1ccc(CSc2nnc(-c3cccnc3)o2)cc1,i,i,2,-42,i,-37,i,i,0.0,i,-1
Cc1ccc2c(c1)nnn2C1CCN(CC(=O)N(c2ccccc2)c2ccccc2)CC1,i,i,-6,-12,i,-15,i,i,-0.4,i,-13
COc1cc(C)nc(N2CCCC(C(=O)NC3CCC(C)CC3)C2)n1 (stereo unspecified),i,i,.,.,i,-146,i,i,1.4,i,0
CN1c2ccccc2C(=O)/C(=C\Nc2ncccn2)S1(=O)=O,i,i,-3,-16,i,-2,i,i,-0.2,i,9

# Next section; it opens with the 5 that closed the last part.
compound,MrgX1 antagonist,TRPC4 PAM,IEC-6 cytotox,KLF5 inhibitor,TRPC6 activator,aSyn UTR inh,TRPC6 inhibitor,TRPC4 inh,HIF act,TRPC4 agonist,SKKanGAS inh
COc1ccc(COC(=O)NC2CCN(S(=O)(=O)c3ccc(OC)cc3)CC2)cc1,i,i,-6,-8,i,11,i,i,1.9,i,4
O=[N+]([O-])c1ccc(CSc2nnc(-c3cccnc3)o2)cc1,i,i,2,-42,i,-37,i,i,0.0,i,-1
Cc1ccc2c(c1)nnn2C1CCN(CC(=O)N(c2ccccc2)c2ccccc2)CC1,i,i,-6,-12,i,-15,i,i,-0.4,i,-13
COc1cc(C)nc(N2CCCC(C(=O)NC3CCC(C)CC3)C2)n1 (stereo unspecified),i,i,.,.,i,-146,i,i,1.4,i,0
CN1c2ccccc2C(=O)/C(=C\Nc2ncccn2)S1(=O)=O,i,i,-3,-16,i,-2,i,i,-0.2,i,9
CCCOC1CCCN(C(=O)c2ccc(OC3CCN(Cc4ccccn4)CC3)cc2)C1 (stereo unspecified),i,i,5,-7,i,13,i,i,-0.5,i,-5
O=C(Cc1ccc(Cl)cc1)NNC(=O)Nc1cccc2ccccc12,i,i,5,-9,i,7,i,i,-0.5,i,-7
COc1ccc(Cl)cc1S(=O)(=O)N1CCC(C(=O)NCCc2ccccc2)CC1,i,i,-7,-6,i,-2,i,i,0.1,i,1
COc1ccc(C(=O)C2CCCN(C(=O)c3ccoc3C)C2)cc1F (stereo unspecified),i,i,0,-19,i,8,i,i,0.2,i,-5
COc1ccc(Nc2ncnc3c2c(C)c(C)n3CCCN(C)C)cc1,i,i,-8,-46,i,-52,i,i,2.0,i,-1
Cn1c(N)c(C(=O)COC(=O)c2ccc(Cl)c(S(=O)(=O)N3CCCCC3)c2)c(=O)n(C)c1=O,i,i,-9,-10,i,-4,i,i,-50,i,-8
O=S(=O)(c1cccc2nsnc12)N1CCc2ccccc21,.,i,8,-27,i,30,i,i,0.1,i,-5
COc1ccc(S(=O)(=O)N2CCOCC2)c(Cl)c1Cl,i,i,2,6,i,9,i,i,-0.3,i,10
Cc1c(C(=O)C(=O)N2CCN(Cc3ccc4c(c3)OCO4)CC2)c2ccccc2n1C,i,i,-1,-17,i,12,i,i,-0.7,i,3
Cn1c(=O)oc2cc(S(=O)(=O)N3CCC(C(=O)NCc4ccc(F)cc4)CC3)ccc21,i,i,2,-9,i,12,i,i,0.0,i,-1
O=C(c1ccoc1)N1CCC(CO)(CCc2ccccc2)CC1,i,i,-6,-28,i,-13,i,i,0.8,i,5
Cc1nn(-c2ccccc2)c(C)c1/C=N\N1CCN(c2ccc(Cl)cc2)CC1,i,i,-4,-40,i,5,i,i,0.5,i,16
Cc1cc(CNC(=O)C2(C(F)(F)F)C/C(=C\CCO)CCCO2)nn1C (stereo unspecified),i,i,.,.,i,-22,i,i,-0.6,i,0
O=C(Nc1ccc2nc(-c3ccccn3)[nH]c2c1)C1CCCCC1,i,i,3,-121,i,-144,i,i,4.6,i,-6
COC(=O)C1=C(C(=O)OC)[C@@H]2N(Cc3ccccc3)c3ccccc3[C@@]23C[C@@H](C(=O)OC)N(C(=O)c2cc(C)oc2C)C3=N1,i,i,.,.,i,-18,i,i,-0.3,i,6

# The listing continues.
compound,MrgX1 antagonist,TRPC4 PAM,IEC-6 cytotox,KLF5 inhibitor,TRPC6 activator,aSyn UTR inh,TRPC6 inhibitor,TRPC4 inh,HIF act,TRPC4 agonist,SKKanGAS inh
COc1ccc(C(=O)NC2CCN(CC(=O)NCc3cccc(OC)c3)CC2)cc1,i,i,7,-22,i,-7,i,i,0.2,i,3
O=C(c1ccc2nc(N3CCOCC3)sc2c1)N1CCN(c2ccc(Cl)cc2)CC1,i,i,-5,-25,i,5,i,i,0.6,i,-3
Cc1cc(C)c2[nH]c(=O)c(CN(Cc3ccco3)C(=S)NCC3CCCO3)cc2c1 (stereo unspecified),i,i,-12,-13,i,-4,i,i,1.1,i,6
CCc1ccc(N(CC)C(=O)c2ccc3c(Cl)c4c(nc3c2)CCC4)cc1,i,i,0,-19,i,7,i,i,-0.2,i,28
CCOC(=O)CNC(=O)CSc1nnc(-c2c[nH]c3ccccc23)n1CC,i,i,2,-7,i,1,i,i,0.1,i,-9
COc1ccc(C(=O)CSc2nnc(CN3CCCC3)n2-c2ccc(F)cc2)c(OC)c1,i,i,-1,-2,i,-1,i,i,-0.3,i,-5
CC(C)NC(=S)N(CCc1ccncc1)C(C)C,i,i,-6,17,i,15,i,i,-0.5,i,1
CC(=O)C1=C(O)C(=O)N(Cc2ccccc2)C1c1ccc(Br)cc1 (stereo unspecified),i,i,-6,-30,i,16,i,i,-0.8,i,7
Cc1nnnn1/C(=C\c1ccccc1)C(=O)OCC(=O)NC(C)(C)C,i,i,-5,46,i,-5,i,i,-1.7,i,-1
CCCn1c(=O)c2sccc2n2c(CCCC(=O)NCc3ccco3)nnc12,i,i,3,3,i,2,i,i,0.0,i,-1
